Screening results deposited in PubChem by National Center for Advancing Translational Sciences (NCATS).
BCR signal inh: blocks chronic active B-cell receptor signaling. ABC-DLBCL IkBa-CBG/CBR reporter, luminescence ratio, 4 h. 0.05% of 340,000 active. Potency, µM (series often up to 46.1 µM), without a hit: at the top dose ratio change, negative = lower green/red ratio, most hits filed as inhibitors; active means well fitted inhibition curve with a large enough effect in the signal ratio, with a control signal flat, not every such curve was filed as active; inconclusive means small, poorly fitted or top-dose-only effect, or effect the other way, or a change in a side signal; the % refers to the signal ratio;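 further: potency means the concentration at half of the fitted maximal effect; plate controls were basal doxycycline-induced cells for no effect and cells given 10 µM MG132 for full effect; MG132 reads +100%, hits lower the ratio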
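TMD8 human ABC-DLBCL cells with doxycycline-inducible IκBα–green luciferase fusion and unfused red luciferase, in 0.5% FBS medium; compounds up to 46 uM, 4 h at 37C. Green/red luminescence ratio, filter-overlap corrected, fitted to concentration-response curves.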
Mito fusion yeast: blocks mitochondrial division or promotes mitochondrial fusion; Potency, µM (highest dose often 46.1 µM), for the others: top-dose growth rescue (activation), hits mostly activators; AID 485298; 0.23% of 320,000 active; S. cerevisiae fusion-defective mutant growth rescue, CellTiterGlo 48 h;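 further: potency means the concentration at half of the fitted maximal effect; % of control where 0% means no effect; nearly all actives have a fitted effect of over 45% in size; temperature-sensitive fusion mutants such as fzo1-1 at 37 °C on non-fermentable ethanol glycerol medium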
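Growth-rescue viability read-out: after 48 h at the non-permissive 37C in glycerol/ethanol YPEG, yeast mitochondrial fusion mutants are measured by CellTiterGlo luminescence; compounds (23 nl pinned per well) restoring growth score as division inhibitors or fusion activators.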
TCR act: activates T cell receptor signaling. primary human leukocytes, anti-CD3, IL-2 HTRF, 48 h. Potency, µM (doses to about 9.22 µM), for the others: at the highest dose activation of IL-2 secretion, hits mostly activators. 330,000 tested, under 10 active. AID 504894; further: % of control where 0% means no effect
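1) Mix primary human leukocytes, a-CD3 beads and compound. 2) Incubate 48 hr. 3) Add HTRF IL-2 reagents (a-IL-2-K, a-IL-2-d2).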
TSHR antag: human thyrotropin receptor antagonism. TSHR-expressing cells, TSH-stimulated cAMP HTRF, 2 h; hits give low values. P16473. activity change, negative = inhibition, % at 11.5 µM. AID 504810. 0.2% of 330,000 active;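 active means activity change below a set negative limit, meaning inhibition stronger than a set level, cut at about -70% in these data; inconclusive means activity change between two set negative limits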; further: on the % scale 0 is the no-effect control and ±100 the full control effect
Target sequence (P16473 whole entry, looked up): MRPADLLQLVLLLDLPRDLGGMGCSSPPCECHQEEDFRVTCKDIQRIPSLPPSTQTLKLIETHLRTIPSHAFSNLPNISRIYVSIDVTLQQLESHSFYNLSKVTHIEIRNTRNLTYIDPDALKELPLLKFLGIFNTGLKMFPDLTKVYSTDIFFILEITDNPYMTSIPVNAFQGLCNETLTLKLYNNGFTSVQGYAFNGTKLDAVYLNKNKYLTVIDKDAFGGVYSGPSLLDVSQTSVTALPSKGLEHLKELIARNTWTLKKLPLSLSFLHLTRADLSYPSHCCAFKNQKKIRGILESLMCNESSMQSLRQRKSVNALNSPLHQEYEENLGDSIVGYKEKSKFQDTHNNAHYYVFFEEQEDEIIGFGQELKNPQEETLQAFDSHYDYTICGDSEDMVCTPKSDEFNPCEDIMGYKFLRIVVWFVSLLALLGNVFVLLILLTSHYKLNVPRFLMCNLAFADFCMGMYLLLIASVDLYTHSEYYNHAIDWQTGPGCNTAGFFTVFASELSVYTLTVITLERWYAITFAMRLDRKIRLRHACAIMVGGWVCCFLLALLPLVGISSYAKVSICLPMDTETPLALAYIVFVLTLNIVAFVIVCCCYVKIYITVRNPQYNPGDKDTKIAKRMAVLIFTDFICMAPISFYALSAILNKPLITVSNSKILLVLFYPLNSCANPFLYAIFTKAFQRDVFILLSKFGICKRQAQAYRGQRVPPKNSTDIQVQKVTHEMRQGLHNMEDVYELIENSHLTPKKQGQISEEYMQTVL
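TSHR-expressing cells were treated with compounds, then stimulated with TSH at EC80 (4nM final) for 2 hours at 37 deg C. Cellular cAMP was measured by HTRF competition between lysate cAMP and cAMP-d2 for a cryptate-labelled anti-cAMP antibody.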
Tb PFK block: T. brucei PFK enzyme inhibition; T. brucei PFK, ADP-Glo luminescence; Potency, µM (highest dose often 57.5 µM), for inactives: at the top dose activity, negative = inhibition, usual class: inhibitors; 0.17% of 330,000 active;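 further: potency means the concentration at half of the fitted maximal effect; 0% = uninhibited 1x PFK enzyme wells and -100% = no-enzyme wells; nearly all actives have a fitted effect of over 60% in size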
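Luminescent ADP detection (ADP-Glo, two-step: ATP depletion then ADP-to-ATP conversion for luciferase) reported PFK activity after 45 min room-temperature reaction of 1.25 nM enzyme with 0.5 mM F6P and 0.1 mM ATP at pH 8.0.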
PTAP TSG101 blk: blocks PTAP/TSG101 interaction to inhibit HIV-1 budding; Fluorescence polarization, FITC-PTAP peptide / Tsg101 binding; Potency, µM (doses to about 115 µM), for inactives: at the top dose activity change, negative = inhibition, most hits filed as inhibitors; 340,000 tested, under 10 active; AID 493005; active means well fitted inhibition curve with a large enough effect in the main read-out, with a control signal flat, not every such curve was filed as active; inconclusive means small, poorly fitted or top-dose-only effect, or effect the other way, or a change in a side signal; inactive means no such curve, though single readings can be large or run the other way; further: potency means the concentration at half of the fitted maximal effect; % of control where 0% means no effect
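Fluorescence anisotropy tracks displacement of a FITC-tagged PTAP peptide (50 nM) from the Tsg101 binding domain (10 uM), following a 20 min room-temperature incubation at pH 7.5.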
ASM inhibitor: blocks human secretory acid sphingomyelinase; Potency, µM (titrated, usually from 57.5 µM), for inactives: at the highest dose activity change, negative = inhibition, actives largely listed as inhibitors; placental ASM, HMU-PC fluorogenic substrate, 60 min; P17405; 0.006% of 340,000 active; further: potency means the concentration at half of the fitted maximal effect
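Human placenta-derived ASM enzyme was preincubated with compound for 10 minutes at room temperature, then given fluorogenic substrate HMU-PC0 (9 uM final) for 60 minutes at 37 °C; a pH 10 stop preceded fluorescence reading at Ex 386/Em 447 nm.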
Eya2 inh: Eya2 (human) phosphatase inhibition. recombinant Eya2, OMFP fluorescence dephosphorylation (OMFP is methylfluorescein phosphate). Potency, µM (titrated, usually from 76.9 µM), inactives show top-dose activity, negative = inhibition, actives largely listed as inhibitors. 0.006% of 330,000 active. AID 488837; further: potency means the concentration at half of the fitted maximal effect; on the % scale 0 is the no-effect control and ±100 the full control effect
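Eya2 (0.2 uM) preincubated 10 min at ambient with compound, then OMFP substrate added at 50 uM; 10 min reaction in 50 mM HEPES pH 7.5, 50 mM NaCl, 5 uM MgCl2, 0.05% BSA, 1 mM DTT. Fluorescence read at Ex 485/Em 525 nm.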
AT treatment: candidate therapy for ataxia-telangiectasia. […] A-T fibroblasts, KAP-1 phosphorylation AlphaLISA; neocarzinostatin DNA damage 30 min before lysis. Potency, µM (titrated, usually from 57.5 µM), without a hit: at the top dose activation, most hits filed as activators. 0.19% of 320,000 active; further: potency means the concentration at half of the fitted maximal effect; % of control where 0% means no effect; nearly all actives have a fitted effect of over 45% in size
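hTERT-immortalized A-T patient fibroblasts ([…]), 500 cells/well in OPTI-MEM, 1% FBS, got compounds for 60 min, then NCS for 30 min at 37C. Lysates were then assayed for phospho-KAP-1 by AlphaLISA (anti-pKAP1 donor, anti-KAP1 acceptor beads), 6 hr at 25C.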
ELG1 repair inh: blocks ELG1-dependent DNA repair in HEK293T cells | Potency, µM (highest dose often 46.1 µM), for the others: at the highest dose activity change, negative = inhibition, most hits filed as inhibitors | HEK293T ELG1-luciferase reporter, luminescence, 16 h; DNA damage induced by 5-fluorouridine | AID 504467 | 2.3% of 330,000 active; further: potency means the concentration at half of the fitted maximal effect; on the % scale 0 is the no-effect control and ±100 the full control effect; nearly all actives have a fitted effect of over 55% in size
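Luminescence from the luciferase reporter, measured 30 min after ONE-Glo reagent at room temperature, was the read-out. Beforehand, 2,000 cells per well were exposed for 16 hr at 37 °C to 5-fluorouridine together with compound or vehicle.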
Integrin act MD: activates integrin-mediated alleviation for muscular dystrophy | 0.064% of 350,000 active | alpha7betagal myoblasts, beta-gal FDG fluorescence, 48 h | Potency, µM (titrated, usually from 38.3 µM), inactives show at the top dose activation, actives largely listed as activators | AID 624291;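 further: potency means the concentration at half of the fitted maximal effect; 100% = response of the positive control SU9516; nearly all actives have a fitted effect of over 60% in size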
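alpha7betagal+/- myoblasts (passage 13, 250/well) treated 48 h at 37C with compounds at 1:260 dilution of DMSO stock. Lysed, then beta-galactosidase activity read as FDG fluorescence (ex 480/em 540) after 30 min, with pre-read for autofluorescence.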
Starred values were filed as active, the others as inactive; i = inactive; ? = inconclusive; / = no result given; [ ] = dose if it differs, or a comment. Unless noted, the call rests on the fitted dose curve; in most records, active means well fitted curve in the direction sought with a large enough effect; inconclusive means small, poorly fitted or top-dose-only effect, or another doubt; inactive means no such curve, though single readings can be large; an effect the other way counts as inactive or inconclusive. This is a random part of the collection (roughly 3.2% active in at least one column).

SMILES	BCR signal inh	Mito fusion yeast	TCR act	TSHR antag	Tb PFK block	PTAP TSG101 blk	ASM inhibitor	Eya2 inh	AT treatment	ELG1 repair inh	Integrin act MD
Cc1cc(C)c(NC(=O)NC2CCCCC2)c(C)c1	-0.9%	-1.6%	6.6%	-6.3	-2.1%	-12.8%	-1.2%	3.2%	11.8%	9.7%	3.8%
C=CCn1c(-c2ccc3ncccc3c2)n[nH]c1=S	-19.4%	0.4%	-0.4%	-11.4	9.7%	0.7%	-1.1%	-1.9%	-5.7%	7.5%	-11.2%
CCOC(=O)N1CCN(S(=O)(=O)c2ccc(C(=O)NNc3nc4ccc(Cl)cc4s3)cc2)CC1	-10.2%	4.9%	-10.0%	-4.3	5.9%	-1.3%	-0.6%	-16.0%	-13.1%	?	-40.9%
Cn1c2ccccc2n2c(=O)c(=O)n(CC(=O)c3ccc(Cl)cc3)nc12	-0.7%	7.6%	-3.2%	-0.1	6.4%	-0.7%	-1.9%	-2.4%	-10.6%	16.5%	0.2%
O=C(NCC1CCCO1)c1cccc(NS(=O)(=O)c2ccc(Br)cc2)c1 (centres undefined)	2.0%	-3.3%	/	1.0	1.2%	2.4%	3.4%	-20.8%	0.1%	1.1%	9.8%
CC[n+]1cc(C)ccc1/C=C/c1ccc(N(C)C)cc1	-9.8%	-29.1%	11.5%	?	3.9%	47.3%[activator]	?	?	0.7%	14.8%	-59.3%[inhibitor]
O=c1c(-c2ccc(Cl)cc2)[n+]([O-])c2ccccc2n1OCc1ccccn1	10.8%	-1.6%	-1.3%	-5.2	2.1%	-5.3%	0.8%	-2.0%	6.7%	2.2%	-8.2%
COc1c2ccoc2cc2oc(=O)ccc12	5.0%	/	-3.9%	-7.1	-2.0%	-1.7%	2.6%	-13.7%	-2.8%	9.9%	21.1%
CCOC(=O)c1ccc(N2Cc3cc(C)c(C)cc3C2)cc1O	-1.6%	-6.1%	/	6.1	-11.0%	/	/	10.9%	6.0%	?	/
COc1ccc(-c2nn(-c3ccccc3)cc2/C=N/Nc2ccc3ccccc3n2)cc1OC	-12.5%	?	3.7%[46.1 µM]	-9.8	0.8%	2.8%	/	1.5%	8.7%	11.6µM*	10.5%
Cn1c(SCC(=O)NNC(=O)c2ccccc2)nnc1C1CC1	-7.8%	6.0%	-5.6%	3.4	0.6%	-8.2%	-4.0%	-2.4%	-0.9%	-0.8%	24.5%
Cn1nc(-c2ccc(OCC(=O)Nc3ccccc3)cc2)c2ccccc2c1=O	-13.8%	7.8%	3.3%	-10.4	2.0%	-3.3%	-9.7%	-17.1%	-1.0%	?	18.6%
CCN(CC)S(=O)(=O)c1cccc(-c2n[nH]c(=S)n2/N=C/c2ccc(OC)cc2)c1	6.4%	-1.4%	5.7%[46.1 µM]	-15.1	2.9%	-6.1%	-10.9%	-3.2%	-3.9%	-2.7%	-12.9%
O=C(COc1ccc(Cl)cc1Br)NCC(c1ccco1)N1CCCC1 (centres undefined)	?	1.2%	-3.5%	4.7	0.3%	-2.0%	5.6%	-4.5%	0.2%	?	-16.3%
NC(CSC12CC3CC(CC(C3)C1)C2)C(=O)O (centres undefined)	-1.7%	-1.8%	/	-1.2	0.7%	-8.6%	2.9%	-6.9%	-1.9%	2.8%	-16.3%
CCN(CC)C(=O)c1cc2c(=O)n3ccccc3nc2s1	1.9%	-0.2%	5.7%	13.9	-2.1%	-1.0%	i	-6.3%	12.4%	?	18.5%
C=CCn1c(SCc2ccccc2C#N)nnc1-c1ccccc1O	-1.6%	3.5%	8.2%	7.9	1.4%	-3.9%	-2.0%	12.3%	5.8%	-2.0%	3.8%
O=C(N/C(=C\c1cccc([N+](=O)[O-])c1)C(=O)N(CCO)CCO)c1ccco1	-0.5%	-2.9%	4.3%	5.6	-6.4%	1.1%	-2.2%	-19.5%	3.1%	4.7%	3.8%
Cc1cc(C(=O)C(C)Cl)c(C)n1Cc1ccco1 (centres undefined)	-4.9%	2.3%	-2.5%	1.0	3.8%	-0.1%	2.2%	-1.7%	4.9%	-5.6%	-43.8%
N#CC[n+]1cc(-c2ccc(Cl)cc2)n2c1CCC2	-3.1%	-5.7%	/	2.6	-4.9%	-6.6%	4.0%	-12.4%	5.8%	3.8%	24.3%[7.66 µM]
Nc1ccc(S(=O)(=O)Nc2nccc(/C=C/c3ccc(Cl)cc3Cl)n2)cc1	?	-1.9%	-2.8%	-0.3	4.3%	-8.1%	8.5%	-6.1%	-5.2%	24.5%	5.6%
COc1ccc(Cc2nnc(NC(=O)C3CCCO3)s2)cc1OC (centres undefined)	6.4%	-8.4%	0.3%	2.5	-6.1%	-0.9%	0.8%	-36.8%	-6.1%	?	-22.9%
CCCN1CCN(C(=O)CN2C(=O)CC(C)(C)S(=O)(=O)c3ccccc32)CC1	3.4%	-2.0%	0.0%	13.1	-1.7%	1.2%	2.4%	6.1%	-1.6%	28.0%	-11.3%
COc1ccc(-c2csc(NC3OC(=O)c4c3ccc(OC)c4OC)n2)cc1OC (centres undefined)	?	-0.3%	-2.2%	-4.2	-2.0%	-7.0%	-1.2%	0.2%	3.8%	-22.3%	-57.7%[inhibitor]
Cc1ccc(NC(=O)CSc2nc(C)c(C)c(C)n2)c([N+](=O)[O-])c1	-14.3%	16.5%	-2.0%[46.1 µM]	-12.3	2.2%	-3.8%	-3.7%	-3.4%	13.3%	-1.4%	-7.5%
COc1ccc(N2CC(C(=O)Nc3nnc(SCC(=O)NC(C)(C)C)s3)CC2=O)cc1 (centres undefined)	3.9%	1.4%	-6.7%	0.4	-1.8%	-2.4%	0.8%	?	-2.1%	5.9%	?
COC(=O)c1ccc(C2/C(=C(\O)c3ccc4c(c3)OCCO4)C(=O)C(=O)N2c2nnc(C)s2)cc1 (centres undefined)	-1.1%	0.3%	5.0%	-0.6	0.0%	-3.5%	-2.4%	2.3%	2.2%	6.1%	-4.6%
Cc1ccsc1C(=O)OCC(=O)N1CCN(c2ccccc2)CC1	-1.9%	/	3.5%[46.1 µM]	34.4	-5.7%	-7.9%	-0.3%	4.0%	7.3%	?	-29.9%
O=C(COc1ccc(Cl)cc1)NCCSc1ccccc1	?	4.9%	-2.2%	-9.0	-6.1%	-1.3%	-1.9%	2.2%	/	-1.7%	7.2%
CCC(C(=O)Nc1cc(C)on1)c1ccccc1 (centres undefined)	-2.6%	0.0%	-11.2%	-5.8	1.8%	-2.2%	0.2%	-0.1%	/	-1.5%	18.9%
Cc1c(N=Cc2ccc(Cl)o2)c(=O)n(-c2ccccc2)n1C	-0.5%	-20.3%	-3.8%	-0.3	-1.8%	-0.9%	3.5%	6.7%	1.4%	?	-16.1%
C=CCc1c(C)nc(-c2ccccc2)nc1N/N=C(\C)c1ccc(N)cc1	15.2%	2.5%	2.2%	-0.2	0.6%	-1.6%	1.0%	-23.3%	0.8%	-5.0%	?
Cc1cc2c(cc1S(=O)(=O)Nc1ccc(OC(F)(F)F)cc1)OCC(=O)N2	3.9%	8.6%	-2.6%	33.8	1.7%	-2.3%	-4.7%	2.1%	9.8%	4.9%	-12.7%
N#Cc1cn(OCc2ccccc2)c(=O)[nH]c1=O	5.7%	-2.9%	0.9%[46.1 µM]	-0.3	-0.9%	-12.0%	3.8%	0.7%	25.3%	-10.1%	8.3%
CC(NCc1ccc(F)cc1)C(=O)Nc1cc(S(=O)(=O)N2CCCCC2)ccc1Cl (centres undefined)	-15.5%	?	/	-0.8	1.0%	-0.1%	2.6%	8.4%	7.8%	-4.1%	-42.0%
